Bioassay records deposited in PubChem BioAssay by National Center for Advancing Translational Sciences (NCATS).
NPSR antagonist: neuropeptide S receptor (human) antagonism, cAMP; Q6W5P4; CHO-NPSR cells, cAMP TR-FRET, antagonist mode; Potency, µM (doses to about 38.3 µM), for inactives: at the highest dose activity change, negative = inhibition, usual class: inhibitors; hit rate 1% among 220,000; also: % is scaled to controls: 0 for no effect and ±100 for the full control effect; nearly all actives have a fitted effect of over 50% in size; many of its hits are not listed in these tables
IMPase Li inh: cell-permeable IMPase inhibitors with lithium potentiation; CHO-M1 cells, IP1 TR-FRET (IP-One), carbachol + lithium; AID 1457; Potency, µM (series often up to 59.4 µM), without a hit: top-dose activity, negative = IMPase inhibition, most hits filed as inhibitors; hit rate 0.35% among 210,000;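 also: IP1 builds up when IMPase is blocked and the TR-FRET signal falls; plate controls were basal vehicle for no effect and high inhibitor control for full effect; nearly all actives have a fitted effect of over 50% in size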
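CHO-M1, 2000 cells/well, 16–30 h culture; cpd + low Li+, 30 min 37C; lysis with d2-IP1/Eu-anti-IP1 Ab, 10 min RT; TR-FRET 665/620 ratio and 620 channel; AC50 via Hill.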
RECQ1 inh: inhibitors of human RECQ1 DNA helicase | RECQ1 DNA unwinding, red fluorescence kinetic read | Potency, µM (titrated, usually from 57.3 µM), inactives show top-dose activity, negative = inhibition, actives largely listed as inhibitors | hit rate 0.54% among 240,000 | AID 2549;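 also: plate controls were vehicle for no effect and no enzyme for full effect; nearly all actives have a fitted effect of over 30% in size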
Target sequence (P46063 whole entry, looked up): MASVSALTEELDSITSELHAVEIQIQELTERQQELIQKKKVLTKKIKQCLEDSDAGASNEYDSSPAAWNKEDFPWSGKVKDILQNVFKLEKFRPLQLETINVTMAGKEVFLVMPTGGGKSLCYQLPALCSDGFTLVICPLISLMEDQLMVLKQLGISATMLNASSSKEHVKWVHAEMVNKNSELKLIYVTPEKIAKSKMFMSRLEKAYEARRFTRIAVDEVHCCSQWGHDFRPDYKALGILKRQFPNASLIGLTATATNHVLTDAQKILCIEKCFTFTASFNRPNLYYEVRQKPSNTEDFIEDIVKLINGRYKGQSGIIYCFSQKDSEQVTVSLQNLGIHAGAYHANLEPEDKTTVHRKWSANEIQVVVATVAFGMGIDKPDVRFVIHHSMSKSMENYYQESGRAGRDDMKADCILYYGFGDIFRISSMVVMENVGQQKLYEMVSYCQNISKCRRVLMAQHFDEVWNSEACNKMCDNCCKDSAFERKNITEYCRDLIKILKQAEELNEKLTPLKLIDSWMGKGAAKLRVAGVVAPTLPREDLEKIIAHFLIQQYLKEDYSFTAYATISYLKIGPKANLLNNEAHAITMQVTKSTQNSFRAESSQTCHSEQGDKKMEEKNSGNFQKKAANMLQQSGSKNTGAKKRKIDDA
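50 nM RECQ1T1 preincubated 15 min with compound in Tris pH 8.0 buffer with MgCl2, DTT, Tween-20 and 2.5 ug/ml poly(dI-dC); started with 200 nM TAMRA/BHQ-2 forked duplex and 2 mM ATP. Unwinding read as fluorescence (525/598 nm), two reads 2 h apart.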
Luc counter: counter-screen: inhibitors of Kinase-Glo firefly luciferase; Kinase-Glo luciferase, ATP luminescence, 8 min; Potency, µM (doses to about 38.3 µM), for the others: at the highest dose activity change, negative = inhibition, actives largely listed as inhibitors; hit rate 0.28% among 200,000; also: % is scaled to controls: 0 for no effect and ±100 for the full control effect; nearly all actives have a fitted effect of over 60% in size
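Recombinant Kinase-Glo luciferase, 10 uM ATP (linear range), luciferin; imidazole pH 7.2 / KCl / MgCl2 / Tween / BSA buffer; 8 min RT; luminescence.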
JMJD2E inh: inhibitors of human JMJD2E histone demethylase; JMJD2E catalytic domain, FDH-coupled NADH fluorescence (FDH is formaldehyde dehydrogenase); Potency, µM (series often up to 57.1 µM), for inactives: top-dose activity change, negative = inhibition, most hits filed as inhibitors; hit rate 1.6% among 230,000; AID 2147; active = well fitted inhibition curve with a large enough effect, not every such curve was filed as active; inconclusive = small, poorly fitted or top-dose-only effect, or another doubt; inactive = no such curve, though single readings can be large or run the other way;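 also: 0% = wells with enzyme and -100% = buffer wells without enzyme; nearly all actives have a fitted effect of over 50% in size; many of its hits are not listed in these tables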
Target sequence (B2RXH2 1-337 limits assumed): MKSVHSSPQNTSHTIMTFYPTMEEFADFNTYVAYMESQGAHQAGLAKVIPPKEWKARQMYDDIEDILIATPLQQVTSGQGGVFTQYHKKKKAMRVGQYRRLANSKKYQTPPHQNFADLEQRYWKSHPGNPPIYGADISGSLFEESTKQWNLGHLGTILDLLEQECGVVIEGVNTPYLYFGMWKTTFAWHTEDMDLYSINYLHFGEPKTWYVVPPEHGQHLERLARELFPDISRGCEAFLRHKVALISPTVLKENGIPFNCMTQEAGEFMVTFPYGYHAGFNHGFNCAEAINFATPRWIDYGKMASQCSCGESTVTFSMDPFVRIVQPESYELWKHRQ
GoLoco inh red: inhibitors of human Gai1-RGS12 GoLoco interaction (red fluorophore) | P63096 | Gai1:RGS12 GoLoco peptide FP, rhodamine, 10 min | Potency, µM (series often up to 61.6 µM), inactives show at the top dose activity, negative = inhibition, most hits filed as inhibitors | hit rate 0.44% among 230,000; active = well fitted inhibition curve with a large enough effect, not every such curve was filed as active; inactive = no such curve, though single readings can be large or run the other way; also: % is scaled to controls: 0 for no effect and ±100 for the full control effect; nearly all actives have a fitted effect of over 30% in size; many of its hits are not listed in these tables
Epigenetic reg: epigenetic control regulation, reporter derepression; murine LDR cells, GFP reporter derepression, 30 h; Potency, µM (series often up to 53.9 µM), inactives show top-dose GFP activation, most hits filed as activators; hit rate 0.2% among 280,000; AID 1865; also: % of control where 0% means no effect; nearly all actives have a fitted effect of over 60% in size
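Murine LDR cells carrying a silenced, genomically integrated CMV-driven GFP reporter were exposed to compound for 30 hours at 37 C. After PBS washes, GFP-positive cells (20–120 um objects) were counted by laser-scanning microplate cytometry.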
SMN2 splice up: increases expression of the SMN2 splice variant; HEK293 SMN2-luciferase splicing reporter, luminescence, 30-36 h; Potency, µM (titrated, usually from 46.1 µM), without a hit: at the highest dose activity change, positive = activation, most hits filed as activators; hit rate 2.8% among 210,000; also: % of control where 0% means no effect; nearly all actives have a fitted effect of over 55% in size
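HEK293 cells carry an SMN2 […]–luciferase reporter in which exon 7 inclusion puts luciferase in frame. Cells were plated 10-12 h before compound addition, then incubated 30-36 h at 37C. ONE-Glo luminescence was read; sodium butyrate at 4.5 mM final served as control.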
The depositor's hits bear a star; i = inactive; ? = inconclusive; . = not tested or not shown; & = joins results of further samples; [ ] = dose if it differs, or a comment. Unless noted, calls follow the shape of the dose curve; as a rule, active = well fitted curve in the direction sought with a large enough effect; inconclusive = small, poorly fitted or top-dose-only effect, or another doubt; inactive = no such curve, though single readings can be large; an effect the other way counts as inactive or inconclusive. Potency is read from the fitted curve at half-maximal effect.

1	O=C(O)c1c(Cl)nc2ccccn12
2	Cc1ccc(Cc2c(C)c(C#N)c3[nH]c4ccccc4n3c2=O)cc1
3	Cc1ccc(C)c(N=Cc2cc3c(cc2[N+](=O)[O-])OCO3)c1
4	Cc1cc2c(cc(C(=O)NCc3cccnc3)n2Cc2ccc(Cl)cc2)o1
5	CCOCCCNC(=O)CN(Cc1ccc(Cl)cc1)S(C)(=O)=O
6	CCOC(=O)C(/C=N/c1cc(C)nn1-c1ccccc1)=C(\C)O
7	CCOC(=O)c1ccc(NC(=O)NS(=O)(=O)c2ccc(C)cc2)cc1
8	Cc1nc2cc(NC(=O)NCc3ccc4c(c3)OCO4)ccc2o1
Screen / compound no.	1	2	3	4	5	6	7	8
RECQ1 inh	i	3%	7%	-1%	i	i	-1%	6%
Luc counter	2%	.	-3%	-13%	4%	-2%	-3%	3%
JMJD2E inh	-28%	?	-1%	?	8%	8%	2%	-2%
Epigenetic reg	-0.1%	-0.1%	2.6%	1.3%	-1.1%	-1.9%	0.7%	1.4%
SMN2 splice up	1%	.	-7%	-19%	63%	-33%[inhibitor]	17%	-2%
IMPase Li inh	-5%	.	-1%	15%[38.3 µM]	9%[38.3 µM]	31%[activator][38.3 µM]	-6%[38.3 µM]	20%[38.3 µM]
NPSR antagonist	6%	?	10%	?	-6%[46.1 µM]	-8%[46.1 µM]	5%[46.1 µM]	1%[46.1 µM]
GoLoco inh red	10%	9%	5%	13%	5%	1%	2%	-7%

9	O=C(NCC1COCCO1)C1CCN(S(=O)(=O)c2ccccc2)CC1 (stereo not given)
10	Cn1c(=O)c2c(nc(/C=C/c3cccc(Cl)c3)n2C)n(C)c1=O
11	O=C(COc1nc2ccccc2nc1N1CCOCC1)NC1CCCCC1
12	CC(C)[C@H](NC(=O)c1ccc(Cl)c([N+](=O)[O-])c1)C(=O)NCc1ccc(F)cc1
13	O=c1[nH]cnc2c1ncn2C1OC(CO)C(O)C1O (stereo not given)
14	Nc1c(C(=O)NCc2cccnc2)sc(=S)n1-c1ccccc1
15	CCCOC(=O)c1ccc(NC(=O)c2ccc(Br)o2)cc1
16	Cc1cc(-c2cc(C(=O)NCc3ccccc3)on2)nc(S(C)(=O)=O)n1
Screen / compound no.	9	10	11	12	13	14	15	16
RECQ1 inh	0%	-12%	-1%	0%	-1%&1%&-2%	-10%	-5%	i
Luc counter	2%	0%	-2%	2%	2%&4%&-3%	-1%	-3%	.
JMJD2E inh	4%	?	-1%	8%	1%&-9%&4%	-12%	2%	11%
Epigenetic reg	-2.2%	-1.2%&1.9%	0.0%	0.0%	2.3%&1.8%&0.3%	-2.9%	-1.3%	-2.4%
SMN2 splice up	-2%	-3%&-10%	4%	-3%	11%&20%	-17%	-1%	.
IMPase Li inh	3%	-7%&-2%	-7%	40%[activator]	-2%&12%&-2%	-6%[38.3 µM]	2%	.
NPSR antagonist	8%[46.1 µM]	-16%[46.1 µM]	8%	?	.	-6%[46.1 µM]	-28%	-17%
GoLoco inh red	-1%	7%&3%	3%	-3%	-5%&-3%&1%	-10%	-3%	6%

2 compounds from above, showing only IMPase Li inh, Epigenetic reg and GoLoco inh red:
| cpd | smiles | IMPase Li inh | Epigenetic reg | GoLoco inh red |
| --- | --- | --- | --- | --- |
| 15 | CCCOC(=O)c1ccc(NC(=O)c2ccc(Br)o2)cc1 | 2% | -1.3% | -3% |
| 16 | Cc1cc(-c2cc(C(=O)NCc3ccccc3)on2)nc(S(C)(=O)=O)n1 | . | -2.4% | 6% |

Carrying on.
17	Oc1cc(Cc2ccccc2)cnc1CN1CCOCC1
18	Cc1cc2c(o1)CC(C)(C)CC2=O
19	CC(NC(=O)CN1CCN(c2ncccn2)CC1)c1ccc(F)cc1 (stereo not given)
20	CCCNC(=S)Nc1ccc(F)cc1F
21	CCCn1c(SCC(=O)c2ccc(CC)cc2)n[nH]c1=O
22	O=C(c1cccc(F)c1)N1CCCN(C(=O)c2cccc(F)c2)CC1
23	Nc1ccccc1Nc1cccc(C(F)(F)F)c1
24	CC1CN(c2ccc(C(F)(F)F)cc2[N+](=O)[O-])CCN1S(C)(=O)=O (stereo not given)
Screen / compound no.	17	18	19	20	21	22	23	24
RECQ1 inh	6%	-17%	-10%	-14%	0%	-1%	-16%	-8%
Luc counter	-3%	-1%	0%	.	-2%	-2%	-3%	0%
JMJD2E inh	-3%	3%	1%	-2%	2%	8%	-18%	-5%
Epigenetic reg	-0.8%	-1.4%	1.1%	6.3%	-0.3%	-1.3%	9.5%	-3.0%
SMN2 splice up	-21%	2%	1%	.	-20%	5%	?	-24%
IMPase Li inh	7%[38.3 µM]	2%	16%[38.3 µM]	.	7%[38.3 µM]	0%	-2%	3%
NPSR antagonist	9%[46.1 µM]	11%	4%[46.1 µM]	-23%	-3%[46.1 µM]	4%	-5%	9%
GoLoco inh red	12%	9%	-3%	2%	7%	0%	7%	0%

25	Cc1cc(C)n2nc(SCC(=O)N(Cc3ccccc3)C3CCS(=O)(=O)C3)nc2n1 (stereo not given)
26	O=C(Nc1ccc(Cl)cc1C(=O)N1CCCC1)c1cccc([N+](=O)[O-])c1
27	COc1ccc(C2C3C(C)=NN=C3CC(C)(O)C2C(C)=O)cc1 (stereo not given)
28	COc1ccc(C2C(C#N)=C(N)OC3=C2C(=O)CCC3)cc1Cn1cc([N+](=O)[O-])cn1 (stereo not given)
29	CCc1cc[n+](-c2nc3ccccc3nc2[N-]S(=O)(=O)c2ccc(Br)s2)cc1
30	O=C(CCN1C(=O)S/C(=C/c2ccc(Cl)cc2)C1=O)N1CCOCC1
31	O=C(c1cnc2n(c1=O)CCS2)N1CCc2ccccc21
32	O=C(Nc1ccc(OC(F)(F)F)cc1)C1CCCN(S(=O)(=O)c2cccnc2)C1 (stereo not given)
Screen / compound no.	25	26	27	28	29	30	31	32
RECQ1 inh	-16%	i	-2%	-8%	-4%	-10%	7%	-1%
Luc counter	-1%	2%	0%	4%	-1%	3%	-4%	-2%
JMJD2E inh	-6%	-31%	19%	-3%	0%	1%	-6%	3%
Epigenetic reg	-0.5%	-1.2%	5.5%	0.0%	-1.1%	-3.2%	-0.1%	0.0%
SMN2 splice up	11%	-1%	12%	7%	0%	-21%	4%	-44%[inhibitor]
IMPase Li inh	-7%	4%	-3%	-3%	-20%	9%	-6%	3%[38.3 µM]
NPSR antagonist	21%	1%	19%	13%	-5%	13%	-3%[46.1 µM]	-9%[46.1 µM]
GoLoco inh red	0%	7%	16%	-5%	108%[activator]	8%	-8%	0%

33	CC(OC(=O)c1cc2sccc2n1C)C(=O)NC(C)(C)C (stereo not given)
34	Cc1ccc(-n2c(C)n[nH]c2=S)cc1C
35	CCc1ccc(NS(=O)(=O)c2cccs2)cc1
36	COc1ccc(-c2cc(C(F)F)n3ncc(C(=O)N4CCCc5ccccc54)c3n2)cc1
37	O=C1c2ccccc2C(=O)N1c1ncccn1
38	COC(=O)C=P(c1ccccc1)(c1ccccc1)c1ccccc1
39	COc1ccccc1NC(=O)Cn1c(CCC(=O)O)ccc1-c1ccc(C)cc1
40	CC(=O)N[C@H](Cc1c[nH]c2ccccc12)C(=O)O
Screen / compound no.	33	34	35	36	37	38	39	40
RECQ1 inh	-7%	-7%	-13%	16%	i	-4%	-6%	.
Luc counter	-3%	5%	0%	-1%	-10%	1%	2%	-3%[7.66 µM]
JMJD2E inh	5%	-10%	4%	?	-2%	4%	?	.
Epigenetic reg	-4.3%	-1.0%	-0.8%	9.3%	-2.0%	-1.1%	-0.7%	.
SMN2 splice up	.	6%	-7%	-21%	.	0%	-11%	-12%[9.22 µM]
IMPase Li inh	3%	1%	17%[38.3 µM]	13%	13%[38.3 µM]	43%	4%	-4%
NPSR antagonist	-17%	19%	-8%[46.1 µM]	-26%	-3%[46.1 µM]	.	-32%	.
GoLoco inh red	-10%	13%	7%	10%	-12%	-3%	12%	1%[14.2 µM]

41	Oc1ccc(-c2onc(C(F)(F)F)c2-c2cscn2)c(O)c1
42	Cc1ccc(/C=C(\C#N)C(=O)NCc2ccco2)o1
43	Cc1ccc(-n2c(=O)c(C#N)cc3c(=O)n4ccccc4nc32)cc1
44	Cn1cnnc1SCC(=O)Nc1sc2c(c1C#N)CCCCC2
45	CCOc1ccc(NC(=O)c2cccc(OC(=S)N3CCC(C)CC3)c2)cc1
46	CCOC(=O)c1c(C)[nH]c(C(=O)CSc2ccccc2)c1C
47	CCCN=C(Nc1ccc(Cl)cc1)c1cccnc1
48	CCNC(=S)N1CCC(c2nc3cc(C)c(C)cc3[nH]2)CC1
49	O=C(NCc1cccnc1)c1cnc2n(c1=O)CCS2
50	Cc1cc(=O)[nH]c(SCC(=O)C23CC4CC(CC(C4)C2)C3)c1C#N
51	Cc1cc(SC2CCOC2=O)nc2ccccc12 (stereo not given)
Screen / compound no.	41	42	43	44	45	46	47	48	49	50	51
RECQ1 inh	-6%	-1%	35µM*	0%	-18%	i	i	-2%	i	-12%	-3%
Luc counter	-2%	-2%	1%	-1%	-2%	.	-3%	-4%	-2%	2%	-1%
JMJD2E inh	-1%	-8%	?	-3%	-6%	-5%	1%	7%	-8%	-1%	-1%
Epigenetic reg	0.0%	1.6%	-0.1%	0.0%	-1.3%	-5.5%	1.1%	-1.0%	3.5%	0.0%	-1.1%
SMN2 splice up	-22%	-8%	4%	-17%	3%	.	?	4%	-1%	-19%	0%
IMPase Li inh	9%	-2%	-7%	-8%	4%[38.3 µM]	.	-4%[38.3 µM]	3%	-5%	18%[38.3 µM]	-2%
NPSR antagonist	-1%[46.1 µM]	0%	-1%	-9%[46.1 µM]	-18%[46.1 µM]	-7%[46.1 µM]	-15%[46.1 µM]	-2%	-4%[46.1 µM]	-24%[46.1 µM]	-8%
GoLoco inh red	4%	5%	30%[activator]	42%[activator]	-1%	.	8%	7%	-5%	6%	3%

One compound at a time (already shown). Screens in order: RECQ1 inh | Luc counter | JMJD2E inh | Epigenetic reg | SMN2 splice up | IMPase Li inh | NPSR antagonist | GoLoco inh red
Cn1cnnc1SCC(=O)Nc1sc2c(c1C#N)CCCCC2 across the screens: 0% | -1% | -3% | 0.0% | -17% | -8% | -9%[46.1 µM] | 42%[activator]
Oc1ccc(-c2onc(C(F)(F)F)c2-c2cscn2)c(O)c1 across the screens: -6% | -2% | -1% | 0.0% | -22% | 9% | -1%[46.1 µM] | 4%

A portion of the library (hit frequency here may not be typical).
